NOD1 inhibition: inhibition of NOD1-driven NF-kB reporter – cell-based, luminescence, uHTS, primary screen (AID 1578) | NOD1-driven NF-kB luciferase reporter cells, luminescence; higher % means a stronger effect | one-dose inhibition, % at 4 µM; EC50 in µM for titrated hits | 1% of 290,000 active; in the data active = inhibition mostly above about 36%, no sharp cut-off; inactive = mostly below about 34%;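 also: HEK-293T reporter cells stimulated with the NOD1 agonist gamma-tri-DAP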
human PMI inhibitors: human PMI inhibitors, high substrate, primary screen, biochemical, fluorescence intensity, high mannose 6-phosphate (AID 1220). one-dose inhibition, % at 20 µM; IC50 in µM for titrated hits. recombinant PMI enzyme, coupled fluorescence intensity; higher % means a stronger effect. 0.66% of 190,000 active
KOR beta-arrestin-1: KOR agonists, beta-arrestin recruitment, primary screen, cell-based, luminescence, uHTS (AID 1777); KOR beta-arrestin recruitment, luminescence; higher % means a stronger effect; activation, % at 10 µM, or EC50 in µM where a hit was titrated; 0.02% of 280,000 active; in the data active = activation above about 50%, passing the limit was not always enough; also: a part of the inactive calls stands beside numbers as strong as those of hits
TNAP activation fold: human TNAP enzyme activators, primary screen, biochemical, luminescent, no phosphate acceptor, uHTS (AID 1001) | activation fold at 20 µM, or EC50 in µM where a hit was titrated | 0.03% of 200,000 active | purified TNAP, luminescent activation assay, no phosphate acceptor; higher activation fold means a stronger effect; in the data active = activation fold from about 3, or a potency from the dose series; inactive = the rest, 99 in 100 with activation fold below about 1.6; also: many of its hits are not listed in these tables
PMI inhibitors: MPI enzyme activity inhibition – biochemical, fluorescence intensity, coupled assay, primary screen (AID 1209) | 0.42% of 190,000 active | purified PMI enzyme, coupled fluorescence intensity; higher % means a stronger effect | inhibition, % at 20 µM; hits with a dose series show IC50 in µM;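 also: plate controls were DMSO vehicle for no effect and wells lacking substrate for full effect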
XIAP antagonists: small molecules displacing peptide from XIAP – biochemical, IAP family, fluorescence polarization (AID 1018) | XIAP BIR domain, fluorescence polarization peptide displacement; higher % means a stronger effect | displacement, % at 20 µM; hits with a dose series show IC50 in µM | 0.007% of 200,000 active; in the data active = displacement above about 50%; also: a part of the inactive calls stands beside numbers as strong as those of hits
NOD2 inhibition: inhibition of NOD2-driven NF-kB reporter – cell-based, luminescence, uHTS, HEK293 (AID 1566) | 0.63% of 290,000 active | one-dose inhibition, % at 4 µM; EC50 in µM for titrated hits | HEK293 NOD2/NF-kB luciferase reporter, luminescence; higher % means a stronger effect; also: many of its hits are not listed in these tables
LYP inhibition: inhibitors of LYP phosphatase, biochemical, fluorescence intensity, uHTS (AID 1779). recombinant LYP phosphatase, fluorescence intensity; higher % means a stronger effect. inhibition, % at 11.5 µM; hits with a dose series show IC50 in µM. 0.054% of 290,000 active;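 also: plate controls were vehicle with enzyme for no effect and no enzyme for full effect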
KOR beta-arrestin-2: KOR antagonists, beta-arrestin recruitment, cell-based, luminescence, uHTS (AID 1778); KOR beta-arrestin recruitment, luminescence, antagonist mode; higher % means a stronger effect; one-dose inhibition, % at 10 µM; IC50 in µM for titrated hits; 0.091% of 290,000 active; also: strong numbers were not always called active
* hit, by the source's call; / = not tested or not shown; [ ] = dose if it differs, or a comment. Rule as the data show it, unless noted: active = inhibition above about 50%; inactive = the rest. Some of the compounds tested; the hit share may differ from the screen's.

item	SMILES	NOD1 inhibition	human PMI inhibitors	KOR beta-arrestin-1	TNAP activation fold	PMI inhibitors	XIAP antagonists	NOD2 inhibition	LYP inhibition	KOR beta-arrestin-2
1	N#C/C(=C\c1cc(Cl)c(OCc2ccc(Cl)cc2)c(Cl)c1)C(N)=O	-7%	/	-1.2%	/	/	/	-36%	0%	-77%
2	COc1ccc(CCNC(=O)CSc2n[nH]c(N)n2)cc1OC	-24%	/	-2.0%	/	/	/	8%	-7%	-15%
3	CNC(=S)N1N=C(c2ccc(Br)cc2)CC1c1ccc(OC)cc1 (configuration not stated)	-10%	13%	26%	1.1	16%	-4.0%	-1%	5%	-15%
4	Nc1ccc(NC(=O)CCN2CCOCC2)cc1	14%	/	-6.3%	/	/	/	2%	2%	28%
5	Cc1cc(C)c(C(CC(=O)c2cccs2)C(C#N)C#N)c(C)c1 (configuration not stated)	26%	15%	2.4%	1.1	2%	0.2%	-7%	3%	-10%
6	COc1cc(C2NC(=O)N(C)C(C)=C2C(=O)OCc2ccccc2)cc(Br)c1O (configuration not stated)	-24%	/	-3.4%	/	/	/	4%	-4%	-27%[20 µM]
7	CC(CNC(=O)c1ccco1)NC(=O)c1ccco1 (configuration not stated)	-33%	/	3.9%	/	/	/	-7%	-5%	-32%
8	CCC(C)C(NC(=O)c1ccccc1NC(=O)c1ccc(OC)cc1)C(=O)NCCCn1ccnc1 (configuration not stated)	22%	/	2.6%	/	/	/	-4%	-5%	-20%
9	O=C(CCCOc1ccc(Cl)cc1Cl)Nc1ncccn1	-4%	/	0.2%	/	/	/	-10%	-6%	0%
10	COc1ccc(/C=C/C(=O)NC(=S)NCc2ccccc2)cc1OC	-13%	/	2.7%	/	/	/	-24%	-5%	1%
11	CC(NC(=S)Nc1cccc(F)c1)C(c1cccs1)N1CCOCC1 (configuration not stated)	4%	/	0.5%	/	/	/	18%	-7%	-8%
12	CCc1cc2cc(C)cc(C)c2nc1Cl	-22%	0%	-6.3%	1.1	6%	-5.2%	7%	-6%	5%[20 µM]

Of the compounds above, these contain a thiophene ring, fused or not.
item	SMILES	NOD1 inhibition	human PMI inhibitors	KOR beta-arrestin-1	TNAP activation fold	PMI inhibitors	XIAP antagonists	NOD2 inhibition	LYP inhibition	KOR beta-arrestin-2
5	Cc1cc(C)c(C(CC(=O)c2cccs2)C(C#N)C#N)c(C)c1 (configuration not stated)	26%	15%	2.4%	1.1	2%	0.2%	-7%	3%	-10%
11	CC(NC(=S)Nc1cccc(F)c1)C(c1cccs1)N1CCOCC1 (configuration not stated)	4%	/	0.5%	/	/	/	18%	-7%	-8%

(list continues)
item	SMILES	NOD1 inhibition	human PMI inhibitors	KOR beta-arrestin-1	TNAP activation fold	PMI inhibitors	XIAP antagonists	NOD2 inhibition	LYP inhibition	KOR beta-arrestin-2
13	COc1ccccc1C(=O)Oc1ccc(N2C(=O)CCC2=O)cc1	-22%	8%	-4.6%	1.1	8%	-5.6%	6%	-10%	-1%
14	CN(C)CCNC(=O)NC1CCCCC1	-3%	-5%	-0.4%	1	-8%	-2.8%	-13%	2%	-1%
15	CCOC(=O)C1CCN(C(=O)c2ccc(Cl)c(S(=O)(=O)N3CCCC3)c2)CC1	-26%	/	-2.9%	/	/	/	2%	-8%	6%
16	CCOC(=O)N1CCC(NC(=O)c2cc3cc4cc(OC)ccc4nc3o2)CC1	-26%	9%	0.7%	1.1	9%	-0.6%	0%	1%	-13%
17	COc1cccc(OC)c1C(=O)NC(=S)N1CCN(c2ccc(C(F)(F)F)cc2[N+](=O)[O-])CC1	8%	16%	-3.1%	1	8%	-5.3%	15%	-4%	-17%
18	CCOc1ccc(-c2[nH]ncc2Oc2ccccc2OCC)c(O)c1	17%	6%	1.3%	1.1	7%	-6.2%	14%	-2%	2%
19	CC(=O)c1ccc(NCC2COc3ccccc3O2)c([N+](=O)[O-])c1 (configuration not stated)	-12%	-13%	7.3%	0.9	-10%	-12%	-133%	-6%	-25%
20	CCOC(=O)C1(CC2CC2)CCN(Cc2cnc(N(C)C)s2)CC1	-20%	-5%	17%	0.9	-6%	-6.7%	-21%	2%	-24%
21	COc1ccccc1N1CCN(C(=O)c2cc(-c3ccccc3)on2)CC1	-8%	/	-3.5%	/	/	/	21%	-5%	-12%
22	COc1ccc(-c2c(C)oc3c(CN4CCCCC4C)c(O)ccc3c2=O)cc1 (configuration not stated)	0%	/	-1.8%	/	/	/	12%	-8%	6%
23	Nc1cc(N)nc(SCc2cccnc2)n1	-8%	7%	5.6%	1.1	14%	-3.2%	-8%	0%	-7%
24	CCOc1ccc(C2C(C(=O)Nc3ccccc3)=C(C)N=c3s/c(=C/c4cccc(OCC(=O)O)c4)c(=O)n32)cc1 (configuration not stated)	-16%	15%	-0.1%	1	19%	-7.7%	-28%	6%	10%
25	O=C(c1ccc(COc2ccc(Cl)cc2)o1)N1N=C(C(F)F)CC1(O)C(F)F (configuration not stated)	7%	11%	0.5%	1.2	9%	-31%	28%	-1%	/
26	CCNc1nc(NCC)nc(SCCOC(=O)c2ccccc2)n1	-24%	-5%	-3.4%	1.1	-2%	0.7%	20%	-1%	8%
27	Cn1nc(C(F)(F)F)c2cc(C(=O)Nc3ccc(C(F)(F)F)cc3)sc21	4%	/	7.6%	/	/	/	35%	7%	-58%
28	CC(=O)c1ccc([C@H]2C[C@@]34CN(C(=O)OC(C)(C)C)S(=O)(=O)[C@H]3C[C@H]2O4)cc1	-14%	/	-0.1%	/	/	/	-6%	-2%	16%
29	O=C(c1cc([N+](=O)[O-])ccc1Cl)N1CCN(c2ccc([N+](=O)[O-])cc2)CC1	15%	11%	0.3%	1	23%	-9.1%	6%	-6%	2%
30	COc1ccc(C(=O)N/N=C/c2ccc3cccc(OCc4ccccc4)c3n2)cc1	-103%	23%	4.0%	0.8	1%	-9.4%	-29%	0%	-50%
31	CCCCn1c(=O)c2ccccc2n2c(=S)[nH]nc12	-30%	/	-4.4%	/	/	/	6%	-11%	-4%
32	CCOc1ccc(S(=O)(=O)NCCCN2CCOCC2)c2ccccc12	10%	14%	0.0%	1	13%	-2.7%	13%	-6%	10%
33	CCc1ccccc1Nc1nn2c(=O)c3ccc(C(=O)NCc4ccccn4)cc3nc2s1	-16%	/	1.2%	/	/	/	-3%	-8%	-9%
34	CN(C)CCNC(=O)Cc1ccc([N+](=O)[O-])cc1	4%	0%	4.1%	1.1	-9%	-3.5%	22%	-2%	9%
35	NCCCC[C@H]1CNC(=S)N1CCc1cc(C(F)(F)F)cc(C(F)(F)F)c1	5%	-3%	-4.9%	1	-1%	-1.4%	-6%	-8%	-7%
36	COc1ccc(Cl)cc1NC(=O)CSc1ncnc2c1oc1ccccc12	-22%	-7%	3.4%	1.1	-14%	-0.8%	8%	-7%	-62%
37	CC(=O)Nc1ccc(S(=O)(=O)N(C)S(=O)(=O)c2ccc(F)cc2)cc1	3%	14%	6.6%	1.1	15%	-6.2%	10%	-2%	-3%
38	COc1cc(C(=O)Nc2cc(C(F)(F)F)ccc2Cl)cc(OC)c1OC	3%	-6%	1.1%	1.1	0%	-2.3%	5%	-9%	27%
39	COc1ccc(NC(=O)CCNC(=O)Cn2cnc3ccccc3c2=O)c(OC)c1	-10%	12%	-4.3%	1.1	14%	1.9%	12%	-5%	12%
40	Oc1ccc(C(=S)N2CCCCC2)cc1	5%	-2%	6.2%	1.1	-6%	-6.2%	-2%	-8%	-35%
41	O=C1CC[C@@H](O)CCN1CC[C@H](Sc1ccccc1)c1ccccc1	-4%	/	-3.9%	/	/	/	-14%	-5%	-43%[20 µM]
42	Cc1cccc(NCC(=O)N/N=C\c2cccn2C)c1	-11%	/	0.2%	/	/	/	-1%	-1%	-30%
43	Cc1ccc2c(C)c(C(=O)NCc3ccc(S(N)(=O)=O)cc3)oc2c1	-51%	9%	-0.8%	1	9%	-5.5%	4%	-6%	-16%
44	NC(=O)CSc1nnc(-c2cc3ccccc3o2)n1Cc1ccccc1	-9%	0%	-5.0%	1	3%	-1.2%	16%	-2%	36%
45	O=C(O)CN1C(=O)C(=O)N(Cc2ccccc2F)C1=O	8%	/	-0.1%	/	/	/	-1%	-5%	6%
46	CNc1ccc(C(O)(C(F)(F)F)C(F)(F)F)cc1C(O)(C(F)(F)F)C(F)(F)F	49%	14%	0.9%	1.1	16%	-4.8%	-11%	-7%	-3%
47	CN(Cc1ccc(F)cc1)S(=O)(=O)c1nnc(NC(=O)c2ccccc2Br)s1	21%	/	-3.0%	/	/	/	49%	-2%	-22%
48	CC(=O)Nc1ccc(SC[C@H](Cc2ccccc2)N2CCN(CCc3ccccc3)CCC2=O)cc1	-7%	/	-0.8%	/	/	/	-6%	-8%	30%
49	CC(NC(=O)c1cccc(S(=O)(=O)N2CCN(Cc3ccccc3)CC2)c1)c1ccc(Br)cc1 (configuration not stated)	-13%	/	8.1%	/	/	/	-2%	-2%	-32%
50	O=C(O)CCN1C(=O)c2ccc(NC(=O)CCc3ccccc3)cc2C1=O	19%	/	-0.1%	/	/	/	12%	-8%	-29%[20 µM]
51	COc1ccc(NC(=O)CSc2nc3ccccc3nc2N2CCCC2)c(OC)c1	42%	/	5.1%	/	/	/	-20%	0%	-30%[20 µM]
52	CN(C)c1ccc(/C=N/NC(=O)c2cccc(N3CCCC3=O)c2)cc1	-20%	/	/	1	/	-4.6%	-3%	0%	-11%[20 µM]
53	O=C(OCC(=O)N1CCCc2ccccc21)c1cnc(Cl)c(Cl)c1	-13%	2%	-2.1%	1.1	4%	-0.7%	3%	-4%	30%
54	CCC(CC)C(=O)NCc1ccccc1Cl	10%	-9%	-7.6%	1.1	-4%	1.8%	11%	-5%	10%
55	CC(C)CCN1CCC(n2nccc2NC(=O)C2CCOC2)CC1 (configuration not stated)	-16%	/	2.9%	/	/	/	-22%	-2%	-2%
56	O=C(Nc1ccccc1)C(Cc1cccs1)c1nn[nH]n1 (configuration not stated)	-7%	-6%	-1.0%	1.1	-1%	-1.0%	6%	-4%	-27%
57	COc1ccc(N2CCN(c3nc(NCCc4ccc(OC)c(OC)c4)nc(OC)n3)CC2)cc1	27%	8%	7.5%	1	16%	-4.9%	8%	-5%	-10%
58	O=C(NCCCC(=O)N1CCOCC1)c1cccnc1	1%	4%	0.7%	1	5%	-0.4%	2%	-12%	-24%
59	CCOC(=O)N1CCC(c2cc(=O)n3[nH]ccc3n2)CC1	-3%	1%	2.8%	0.9	1%	-5.1%	0%	-2%	-20%
60	COc1ccc(C(NC(=O)c2ccc(-c3ccccc3)cc2)c2ccccc2)cc1 (configuration not stated)	-5%	0%	-3.2%	1.1	4%	-4.5%	-5%	-9%	20%
61	COc1ccc2c(c1OC)C(C1c3c(cc4c(c3OC)OCO4)CCN1C)OC2=O (configuration not stated)	-22%	-13%	4.6%	1	-15%	1.7%	4%	0%	-10%
62	COc1ccc(S(=O)(=O)NCCC(=O)NCc2cccs2)cc1	-21%	-2%	2.2%	1.1	2%	-2.8%	1%	0%	8%
63	C=CCn1c(SCc2ccccc2C#N)nnc1-c1ccccc1O	-4%	13%	4.7%	1	7%	-6.5%	-14%	-5%	-34%
64	CCNc1nc2nonc2nc1NCC	12%	-2%	-6.6%	1.1	-7%	-1.6%	14%	-2%	-20%
65	CCOC(=O)C1CCN(C(=O)c2cnn3c(C)cc(C)nc23)CC1	/	-4%	1.9%	1.1	-1%	-4.4%	7%	0%	-7%
